High-throughput results: PubChem BioAssay, NMMLSC
Bfl-1 Bim block – inhibitors of Bim binding to Bfl-1, primary screen, biochemical, multiplexed, bead-based flow cytometry | actives 0.12% (n = 190,000) | inhibition, % at 10 µM | Bim-Bfl-1 binding inhibition;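 note: 0% = wells without compound plus tracer and 100% = blocker peptide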
Bcl-2 Bim block – inhibitors of Bim-Bcl-2 binding, primary screen, biochemical, multiplexed, human Bcl-2 family; inhibition, % at 10 µM; Bead-based flow cytometry, Bim peptide-Bcl-2 binding; actives 0.06% (n = 190,000); in the data active = inhibition above about 40%; inconclusive = no clear call, values can overlap the other calls;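 note: 0% = no compound wells with probe peptide and 100% = reference peptide inhibitor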
Avidin fluor – green autofluorescence of compounds with avidin beads – biophysical, 488/530 nm, flow cytometry, artefact control, profiling panel; compound fluorescence 488/530 nm; active compounds read high; fluorescence (KMESF) at 10 µM; actives 0.38% (n = 220,000); in the data active = fluorescence above about 47; note: inactives centre near 10
GSH fluor – compound fluorescence on glutathione beads, profiling panel, artefact control, biophysical, 488/530 nm, flow cytometry. GSH beads flow cytometry, compound fluorescence 488/530 nm; active compounds read high. fluorescence (KMESF) at 10 µM. actives 0.25% (n = 190,000). AID 1776, 2009; in the data active = fluorescence above about 89;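 note: glutathione beads carrying GST-tagged Bcl family fusion proteins plus one bare bead set; values are compound well signal with DMSO vehicle wells as background; inactives centre near 16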
RGS4-Gao reg – modulators of RGS4 binding to Galphao, primary screen, biochemical, multiplexed bead flow cytometry. Guanine nucleotide-binding protein G(o) subunit alpha (Homo sapiens), P09471. actives lie on both sides. binding response (% of control), % at 10 µM. actives 0.33% (n = 220,000). AID 1415, 2008; in the data active = binding response below about 49% or above about 150%; inactive = in between;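 note: fluorescent Galphao activated with aluminum fluoride binding bead-coupled RGS4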
ABCG2 inh – ABCG2 efflux pump inhibitors, primary screen, multiplex with ABCB1, IgMXP3 cells, flow cytometry | Broad substrate specificity ATP-binding cassette transporter ABCG2 (Homo sapiens), Q9UNQ0 | JC-1 efflux | inhibition, % at 6.6 µM | actives 0.1% (n = 190,000);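 active = inhibition above 80%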;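 note: 0% = DMSO and 100% = nicardipine control wells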
Target sequence (Q9UNQ0 whole entry, looked up): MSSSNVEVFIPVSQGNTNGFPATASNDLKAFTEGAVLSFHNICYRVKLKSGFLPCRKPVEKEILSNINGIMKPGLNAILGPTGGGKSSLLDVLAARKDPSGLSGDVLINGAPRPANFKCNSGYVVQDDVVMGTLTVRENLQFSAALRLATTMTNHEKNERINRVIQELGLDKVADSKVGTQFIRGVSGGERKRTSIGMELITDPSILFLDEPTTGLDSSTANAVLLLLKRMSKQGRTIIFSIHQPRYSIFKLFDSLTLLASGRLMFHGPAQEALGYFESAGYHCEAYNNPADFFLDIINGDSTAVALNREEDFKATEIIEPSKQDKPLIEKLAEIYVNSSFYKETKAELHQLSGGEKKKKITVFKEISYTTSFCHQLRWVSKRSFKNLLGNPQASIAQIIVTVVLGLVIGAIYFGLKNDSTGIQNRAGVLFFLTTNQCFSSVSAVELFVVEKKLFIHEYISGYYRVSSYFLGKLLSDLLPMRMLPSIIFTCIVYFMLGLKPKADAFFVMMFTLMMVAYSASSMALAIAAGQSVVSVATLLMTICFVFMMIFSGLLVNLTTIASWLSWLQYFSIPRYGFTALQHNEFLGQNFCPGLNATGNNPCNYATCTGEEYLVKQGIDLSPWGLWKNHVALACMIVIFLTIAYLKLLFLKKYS
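Incubation: cells with compound and JC-1, 10 min at 25 °C, rotating, no wash / Test system: IgMXP3 (ABCG2) plus far-red-tagged CCRF-Adr (ABCB1) cells / Compound dosing: one concentration, 6.6 µM final / Also added: JC-1 fluorescent substrate / Evaluation: efflux inhibition in percent versus controls / Detection: flow cytometry, 530 nm JC-1 signal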
ABCB1 inh – ABCB1 efflux pump inhibitors, primary screen, cell-based, multiplex, flow cytometry, ABCG2 counter-screen; actives 0.067% (n = 190,000); AID 1326, 2008; inhibition, % at 6.6 µM; ATP-dependent translocase ABCB1 (Homo sapiens), P08183; CCRF-Adr cells, JC-1 efflux; in the data active = inhibition above about 40%;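 note: 0% = vehicle and 100% = reference inhibitor; higher value means more JC-1 retained so stronger ABCB1 efflux block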
RGS7-Gao reg – RGS7-Galphao binding modulators, primary screen, biochemical, multiplexed bead flow cytometry. Guanine nucleotide-binding protein G(o) subunit alpha (Homo sapiens), P09471. actives lie on both sides. binding response (% of control), % at 10 µM. actives 0.35% (n = 220,000). AID 1439, 2008; in the data active = binding response below about 49% or above about 150%; inconclusive = no clear call, values can overlap the other calls; inactive = in between;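 note: fluorescent Galphao held in activated GDP-AlF4 state binding bead-coupled RGS7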
Bim-Bcl-XL – inhibitors of Bim-Bcl-XL binding, primary screen, biochemical, multiplexed, bead flow cytometry, human Bcl-XL; Bcl-2-like protein 1 (Homo sapiens), Q07817; Bim peptide-Bcl-XL binding, fluorescence; inhibition, % at 10 µM; actives 0.04% (n = 190,000)
Target sequence (Q07817 whole entry, looked up): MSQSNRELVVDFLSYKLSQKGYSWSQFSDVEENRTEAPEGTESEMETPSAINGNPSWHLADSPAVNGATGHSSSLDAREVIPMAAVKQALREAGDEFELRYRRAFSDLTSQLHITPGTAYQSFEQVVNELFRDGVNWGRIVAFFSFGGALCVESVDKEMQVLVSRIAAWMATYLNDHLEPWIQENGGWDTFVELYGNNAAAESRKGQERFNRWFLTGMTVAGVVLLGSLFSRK
Bim-Bcl-B – inhibitors of Bim-Bcl-B binding, primary screen, biochemical, multiplexed, human Bcl-2 family | Bcl-2-like protein 10 (Homo sapiens), Q9HD36 | bead-based flow cytometry, Bim peptide-Bcl-B binding | inhibition, % at 10 µM | actives 0.073% (n = 190,000) | AID 951, 2007;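 note: 0% = tracer peptide without compound and 100% = reference inhibitor peptide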
Target sequence (Q9HD36 whole entry, looked up): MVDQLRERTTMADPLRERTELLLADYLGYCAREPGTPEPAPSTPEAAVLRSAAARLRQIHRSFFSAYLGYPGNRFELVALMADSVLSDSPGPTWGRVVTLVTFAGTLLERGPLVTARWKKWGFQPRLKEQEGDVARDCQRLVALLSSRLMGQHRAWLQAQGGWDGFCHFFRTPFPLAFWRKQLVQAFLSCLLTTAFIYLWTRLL
Bim-Bcl-W – inhibitors of Bim binding to Bcl-W, primary screen, biochemical, multiplexed, bead-based flow cytometry; Bcl-2-like protein 2 (Homo sapiens), Q92843; Bim peptide-Bcl-W binding; inhibition, % at 10 µM; actives 0.02% (n = 190,000);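 note: 0% = bound tracer without compound and 100% = peptide blocker; higher means less fluorescent Bim peptide bound to Bcl-W beads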
An asterisk follows results filed as active; ? = inconclusive; / = no result given; & = joins results of further samples. Cut-off read from the data, not from the text of the source, unless noted: active = inhibition above about 40%.

The opening 4 records, to show the layout:
SMILES	Bfl-1 Bim block	Bcl-2 Bim block	Avidin fluor	GSH fluor	RGS4-Gao reg	ABCG2 inh	ABCB1 inh	RGS7-Gao reg	Bim-Bcl-XL	Bim-Bcl-B	Bim-Bcl-W
COc1ccc(N2CCN(C(=O)COc3ccccc3)CC2)cc1	-13	-8	9	35	105	9	3.4	104	-6	-6	0
N#CC1=C(N)Oc2n[nH]c(-c3cccs3)c2C1c1cccnc1 (stereo unspecified)	-7	0	6	6	92	0	-0.1	100	1	-1	10
Cc1oc2c(CN3CCOCC3)c(O)ccc2c(=O)c1-c1ccccc1	-25	-6	34	24	104	10	-0.1	102	-3	-5	-1
CCCCCc1nc2ccccc2c(=O)n1N	-4	1	10	5	96	3	0.8	96	0	0	-1

The listing, previewed entries included:
SMILES	Bfl-1 Bim block	Bcl-2 Bim block	Avidin fluor	GSH fluor	RGS4-Gao reg	ABCG2 inh	ABCB1 inh	RGS7-Gao reg	Bim-Bcl-XL	Bim-Bcl-B	Bim-Bcl-W
COc1ccc(N2CCN(C(=O)COc3ccccc3)CC2)cc1	-13	-8	9	35	105	9	3.4	104	-6	-6	0
N#CC1=C(N)Oc2n[nH]c(-c3cccs3)c2C1c1cccnc1 (stereo unspecified)	-7	0	6	6	92	0	-0.1	100	1	-1	10
Cc1oc2c(CN3CCOCC3)c(O)ccc2c(=O)c1-c1ccccc1	-25	-6	34	24	104	10	-0.1	102	-3	-5	-1
CCCCCc1nc2ccccc2c(=O)n1N	-4	1	10	5	96	3	0.8	96	0	0	-1
CCOC(=O)c1nn(-c2ccc(F)cc2)c(-c2ccccc2)c1C(=O)c1ccccc1	1	2	9	9	100	-2	-0.4	99	1	-2	0
Cc1nonc1C1CCCN1C(=O)c1cc(COc2ccc(F)cc2Cl)on1 (stereo unspecified)	-4	-1	10	15	98	1	0.0	98	0	-3	0
CC(C)(C)n1nnnc1C(c1ccc2ncccc2c1)N1CCC(O)CC1 (stereo unspecified)	-5	0	13	14	104	-4	-0.3	99	-2	-10	-4
CCCCCNC(=O)C1CC(=O)OC12CCCCC2 (stereo unspecified)	-5	-2	10	11	98	-1	-0.4	97	0	0	-1
O=C1C=C(N2CCN(C3=CC(=O)CCC3)CC2)CCC1	-15	-3	40	19	101	-2	-0.4	100	-1	-6	0
CCN1C(=O)/C(=C2/Sc3ccccc3N2CCCS(=O)(=O)O)SC1=S	7&0	3&0	11&10	60&23	103&99	-2&-2	-1.2&-0.7	102&98	3&-1	5&0	5&1
CC(C)(C)NC(=O)NC(=O)COC(=O)c1c(F)cccc1Cl	-8	-6	8	15	97	4	0.5	?	-4	-6	-1
CCC(CC)c1nc(C#N)c(NC(C)c2ccccc2)o1 (stereo unspecified)	0	0	5	6	103	3	0.7	101	-3	-10	0
COc1ccc(CCNC(=O)c2cc3c(C)nccc3[nH]c2=O)cc1OC	-4	-4	5	13	100	2	0.3	98	-3	-5	-9
COc1ccc(CC(=O)Nc2cccc(SC)c2)cc1	0	0	2	9	92	6	0.3	94	-2	-2	0
COc1cc(NC(=O)CSc2nc3[nH]ncc3c(=O)n2-c2ccccc2C)cc(OC)c1OC	-5	-3	10	24	108	1	0.5	109	-6	-8	-4
COc1ccc(Br)cc1S(=O)(=O)NCc1ccccc1	1	2	0	5	92	2	0.2	94	-1	0	0
CC1(C(=O)O)Sc2[nH]c(=O)sc2C2c3ccccc3OC(=O)C21 (stereo unspecified)	-15	-12	9	8	99	2	0.3	99	-8	-9	0
CC(NS(=O)(=O)c1ccc(Br)cc1)C(=O)NCCc1ccccc1 (stereo unspecified)	-7	-5	21	11	98	13	1.1	104	-9	-8	-2
CCN(CC)S(=O)(=O)c1ccc(C)c(NC(=O)Cn2c(=O)cnc3ccccc32)c1	-4	-17	12	19	105	4	3.1	102	-7	-9	-3
O=C(Nc1cc(N2CCCCC2)ncn1)c1ccc(F)cc1	-4	-4	12	17	102	13	0.9	?	-4	-6	-4
CC(C)C(=O)Nc1c(O)c2ccccc2[nH]c1=O	-6	0	10	10	99	0	-0.3	97	-4	-4	0
COc1ccc(/C(N)=N/OC(=O)Oc2ccccc2)cc1	-7	-13	10	12	104	-2	-8.0	106	-6	-6	-3
CSc1ccc(CN2CCN(Cc3ccc([N+](=O)[O-])cc3)CC2)cc1	-3	-4	11	12	104	0	0.5	101	-1	-1	-2
N#C/C(=C(/O)COC(=O)c1ccccc1O)c1nc2ccccc2s1	-1	2	9	10	96	3	0.7	98	-4	-5	0
COc1ccc(C(=O)CC(=O)O)c2c1C=CC(C)(C)O2	0	-6	9	30	101	0	-0.2	98	-2	-5	-5
Next records follow:
SMILES	Bfl-1 Bim block	Bcl-2 Bim block	Avidin fluor	GSH fluor	RGS4-Gao reg	ABCG2 inh	ABCB1 inh	RGS7-Gao reg	Bim-Bcl-XL	Bim-Bcl-B	Bim-Bcl-W
COc1ccccc1OCC(=O)NCCC1=CCCCC1	-7	-7	13	9	106	20	0.7	104	-5	-6	-7
CCOCCCNC(=O)C(c1ccc(C)cc1)N1CCOCC1 (stereo unspecified)	-10	-6	7	20	100	-4	-2.3	103	-4	-5	2
Cc1ccc([N+](=O)[O-])cc1/C=N/Nc1nnnn1-c1ccccc1	2	2	15	8	100	0	0.0	95	3	1	3
CCN1CCN(CCNC(=O)CS(=O)(=O)Cc2nc(-c3ccc(C)cc3)oc2C)CC1	-8	-6	26	16	98	5	1.0	98	-8	-6	-5
CC(NC(=S)NCCCN1CCOCC1)C12CC3CC(CC(C3)C1)C2 (stereo unspecified)	-1	2	14	14	91	1	1.3	92	-2	-5	-2
O=C(NC(=S)NC1CCSC1=O)c1ccccc1 (stereo unspecified)	-9	-1	13	13	100	-1	-0.2	102	-4	-3	-3
Cc1ccc(NC(=O)CN2C(=O)C3C4C=CC(C4)C3C2=O)cc1 (stereo unspecified)	-5	-2	8	14	100	2	0.1	?	-2	-5	-3
Cc1onc(-c2ccccc2)c1C(=O)N1CCOCC1	-7	-7	9	9	94	-1	0.2	96	-8	-5	3
Cc1c(Cl)cccc1NC(=O)c1ccc(OCC(=O)NCc2ccccc2)cc1	-4	-4	8	10	104	4	-0.2	104	-4	-3	-4
CC1CCN(C(=O)CN2C(=O)c3ccccc3S2(=O)=O)CC1	-18	-14	26	23	95	15	1.1	93	-10	-9	-3
COc1cc(/C=C2/C(=O)NN(c3ccc(Cl)cc3)C2=O)ccc1OC(=O)c1ccco1	12	7	13	8	99	-4	-0.7	99	-1	9	2
O=C(NCC1CCCO1)c1ccc(Br)o1 (stereo unspecified)	3	-2	12	10	103	2	1.6	104	2	2	-1
CCCS(=O)(=O)N1CCC(C(=O)NCCc2ccccc2)CC1	-14	-6	14	30	104	16	0.8	100	-9	-8	-2
O=C1OC(c2cccs2)=N/C1=C/c1ccc(-c2cccc(C(=O)O)c2)o1	3	3	10	9	94	2	3.4	?	0	-1	7
O=C(CN1C(=O)c2ccc([N+](=O)[O-])cc2C1=O)NCc1ccco1	-3	0	13	13	95	-3	-0.8	96	-1	-4	-2
CCOC(=O)Nc1ccc(NS(=O)(=O)c2ccc(C)cc2)cc1	-3	-1	21	22	102	-3	-2.7	101	-3	-2	0
O=S(=O)(Nc1ccc(Cl)cc1)c1ccc(N2CCOCC2)c(NC(=S)NC2CC2)c1	12	8	7	12	100	-1	-2.6	106	-10	5	-5
CCc1nc(SCC(=O)N2CC(=O)Nc3ccccc32)c2c(C)c(C)sc2n1	0	-1	9	20	102	2	1.2	99	-1	0	0
Cn1c(SCC(=O)C(C)(C)C)nnc1-c1ccc(F)cc1	-7	-2	8	17	104	-1	-0.1	102	-2	-6	0
CC(C)N(C1=N/C(=C\c2ccco2)C(=O)N1c1ccccc1)C(C)C	-4	-4	28	22	105	0	0.1	99	-1	-4	5
CC(C)(C)c1ccc(-c2n[nH]c(=S)n2/N=C/c2ccncc2)cc1	9	2	6	11	106	1	/	103	-1	-31	0
CCOC(=O)C1(Cc2cccc(OC)c2)CCN(Cc2cccc(OC)c2OC)CC1	0	19	7	7	97	5	4.9	99	5	35	1
O=C(NCC1CCCO1)c1onc(CSc2cccc3ccccc23)c1C(=O)O (stereo unspecified)	-10	-7	11	38	102	6	0.8	106	2	-10	0
Cc1c(C(=O)N2CCOCC2)sc(NC(=O)Cc2ccccc2)c1C#N	-3	0	11	25	98	0	0.1	99	0	-1	3
CCOC(=O)c1cnc(-n2nc(C)cc2C)nc1N(CC)CC	-11	-8	4	54	92	4	0.2	94	-5	-9	4
Additional records.
SMILES	Bfl-1 Bim block	Bcl-2 Bim block	Avidin fluor	GSH fluor	RGS4-Gao reg	ABCG2 inh	ABCB1 inh	RGS7-Gao reg	Bim-Bcl-XL	Bim-Bcl-B	Bim-Bcl-W
COc1cc(/C=N/NC(=O)CCC(=O)Nc2ccc(C)cc2)ccc1O	0	0	8	14	104	3	0.5	100	0	1	0
CCOc1ccccc1NC(=O)C(Sc1nnc2ccccn12)c1ccccc1 (stereo unspecified)	-6	-5	25	14	103	30	1.5	102	-6	-11	-6
COc1ccc(N2Nc3n[nH]c(N)c3N2)cc1	4	5	6	27	85	0	0.0	96	-2	1	3
Cc1ccc2nc(CSc3nc(C)cc(C)c3C#N)[nH]c2c1	0	0	15	13	98	11	1.5	101	0	-1	1
CCCCOc1cccc(-c2nnc(N)s2)c1	-14	-11	17	23	100	4	0.3	98	-3	-8	0
Clc1cccc(Nc2nc(-c3ccncc3)cs2)c1	-3	-2	9	14	101	35	-1.9	102	-3	-1	-2
CC1CCCCN1C(=O)C12CCC(C)(C(=O)C1)C2(C)C (stereo unspecified)	2	0	31	14	104	1	0.2	105	1	-1	-2
O=C(NC1=NCCS1)C1CC(=O)N(c2ccc(Cl)cc2)C1 (stereo unspecified)	-2	0	11	25	103	1	0.3	103	1	1	0
CC(C)NC(=O)c1onc(CSc2ccccc2F)c1C(=O)O	-12	-10	10	33	104	2	0.5	99	5	-14	0
CC(C)OCCCn1c(-c2ccco2)nc2nc3ccccc3nc21	1	0	7	28	95	7	1.0	96	0	0	-1
COc1cc(NC(=O)CSc2nnc3n2C(C)(C)Cc2ccccc2-3)cc(OC)c1	-1	-3	19	11	101	6	1.7	102	3	3	2
C=CCNC(=O)C1CCN(S(=O)(=O)c2ccccc2)CC1	-9	-3	7	44	102	0	0.1	102	7	-10	5
N#Cc1ccc(N/N=C/c2cn(-c3ccccc3)nc2-c2ccccc2)c([N+](=O)[O-])c1	7	12	2	3	98	5	0.5	97	2	4	0
COC(=O)C(O)(CC(=O)Nc1ccc(Cl)cc1F)C(F)(F)F (stereo unspecified)	-2	-2	9	21	101	1	0.7	101	-1	-1	-3
